RNase H inhibition = RNase H inhibition, HIV 1 Gag Pol polyprotein, FRET biochemical assay, screening (AID 372); HIV-1 RT RNase H, FRET RNA/DNA substrate fluorescence; higher % means a stronger effect; inhibition, % at 10 µM; hits with a dose series show IC50 in µM; 100,000 compounds, 0.77% hits; in the data active = inhibition above about 50%
The depositor's hits bear a star; & = joins results of further samples.

SMILES	RNase H inhibition
C=CCNc1nc(-c2c(C)nc3cc(C)ccn23)cs1	0%
O=C1C2C3C=CC(C4CC34)C2C(=O)N1Cc1ccccc1 (stereo not given)	3%
O=C(c1cccc(F)c1)N1CCCCCC1	0%
CC(C)OC(=O)c1ccccc1OC(=O)c1sc2ccccc2c1Cl	18%
O=C(NN1C(=O)C2C(C1=O)C1C=CC2C12CC2)c1ccc(Cl)cc1Cl (stereo not given)	7%
CCOC(=O)c1c(NC(=O)Cc2cccs2)sc(C)c1C	31%
COc1ccc(C(=O)N2c3c(C)cccc3C(Nc3ccccc3C)CC2C)cc1 (stereo not given)	13%
O=C1/C(=C/c2cccc(Br)c2)SC(=S)N1Cc1ccco1	7%
Cc1cc(Cl)ccc1OCCN1CCOCC1	9%
COc1ccc(Br)cc1C(=O)NCCCNc1ccc([N+](=O)[O-])cc1Cl	19%
O=[N+]([O-])c1ccc(C2CNC(c3ccccc3)O2)cc1 (stereo not given)	3%
COc1nc(Nc2ccc(Cl)c(Cl)c2)nc(N(C)C)n1	20%
O=C(NC(=S)Nc1ccc(Cl)c(Cl)c1)c1ccccc1F	20%
COc1ccc(CCNC(=O)c2cc3ccccc3oc2=O)cc1	0%
COC(=O)c1ccc(/C=C2\SC(=S)N(CCCC(=O)Nc3nccs3)C2=O)cc1	11%
CCOc1cc(OCC)cc(C(=O)Nc2ccc(NC(=O)c3ccco3)c(OC)c2)c1	8%
CC(C)N(Cc1c(O)ccc2c(=O)c(-c3ccccc3)coc12)C(C)C	0%
COc1cccc(CN2CCN(Cc3ccc([N+](=O)[O-])cc3)CC2)c1	6%
COc1ccc(N(CC(=O)N/N=C/c2ccco2)S(=O)(=O)c2ccccc2)cc1	13%
O=C(Oc1cc(-c2ccccc2)c2oc(=O)sc2c1)c1ccccc1	8%
CN1CCc2c1nc1ccccc1c2N=C1CCCN1c1ccccc1	29%
COc1cc2c(C(=O)O)c(C)n(C)c2c2ccccc12	1%
CC(=NCCc1ccccc1)C1=C(O)COC1=O	4%
COc1ccc(/C=C2\C(=O)NC(=O)N(c3ccc(Cl)cc3)C2=O)cc1C	13%
COc1cccc(/C=C2\SC(=S)N(CC(=O)NNC(=O)c3ccccc3OC)C2=O)c1	15%
CCCC1CCC(c2ccc(-c3nc(-c4cccnc4)no3)cc2)CC1 (stereo not given)	4%
COC(=O)COc1ccc(/C=C2\C(=O)NC(=S)N(c3ccc(Cl)cc3)C2=O)cc1OC	9%
COc1cc([N+](=O)[O-])ccc1NC(=O)CCc1ccccc1	4%
COc1ccc(/C=N/NC(=O)Cn2cnc3ccccc32)c(OC)c1	0%
Oc1ccccc1C(=S)N1CCOCC1	24%
O=C(N/N=C/c1cc([N+](=O)[O-])cc([N+](=O)[O-])c1O)c1cccc(F)c1	3%
O=C(O)CN(c1ccccc1[N+](=O)[O-])S(=O)(=O)c1ccccc1	4%
O=C(NCc1ccccc1Cl)c1cccc(Br)c1	1%
CCOc1ccc(Nc2nc(-c3c(C)nc4cc(C)ccn34)cs2)cc1	20%
Cc1cccc(OCCCCCn2ccnc2)c1	1%
O=C(O)COc1ccccc1C=Nn1c(-c2ccc(Cl)cc2Cl)n[nH]c1=S	4%
Cc1ccsc1/C=N\NC(=O)c1cc(C(C)(C)C)[nH]n1	14%
NC1=NC(=O)/C(=C\c2ccc(S(=O)(=O)O)cc2)S1	6%
Cc1nc(N/N=C/c2cccc(Cl)c2)cc(-c2ccccc2)n1	4%
O=C(O)CC(C(=O)O)P(=O)(c1ccccc1)c1ccccc1 (stereo not given)	0%
CCOc1ccc(C(=O)Nc2ccc(OC)cc2OC)cc1	2%
CCC1=NN2C(=N)/C(=C/c3ccc(-c4ccc([N+](=O)[O-])cc4C)o3)C(=O)N=C2S1	21%
COc1cc(/C=C2\Sc3ccccc3C2=O)cc(I)c1OCc1ccccc1	7%
O=[N+]([O-])c1cccc(N=Cc2cc([N+](=O)[O-])ccc2O)c1	8%
COc1ccc(/C=C/C(=O)Nc2ccccc2OC)cc1Br	11%
CC(C)c1ccc(CNc2cc(N3CCN(C(=O)c4ccc(Cl)cc4)CC3)ccc2[N+](=O)[O-])cc1	7%
O=C1OC(c2ccccc2)OC(=O)C1=Cc1ccc(-c2ccc(Cl)cc2[N+](=O)[O-])o1 (stereo not given)	12%
O=C(c1ccc(Cl)cc1[N+](=O)[O-])N1CCN(C(c2ccccc2)c2ccccc2)CC1	14%
COc1ccc(-c2nc3cc(NC(=O)c4ccco4)ccc3o2)cc1Cl	35%
CCc1ccc(N2C(=O)CSC2c2ccc(Br)cc2)cc1 (stereo not given)	9%
O=c1/c(=C\c2cccnc2)sc2nc3ccccc3n12	4%
COc1ccc(OC)c(/C=N/n2cnnc2)c1	3%
O=C(CNC(=O)c1ccccc1)c1ccc(Br)cc1	18%
CCNC(=O)CC1S/C(=N\N=C\c2ccco2)NC1=O (stereo not given)	0%
CSCCC(NC(=O)/C(=C/c1ccc(F)cc1)NC(C)=O)C(=O)O (stereo not given)	15%
COc1ccc(C(=O)Nc2cc(C)cc(C)n2)cc1	8%
N#C/C(=C\c1cc2c(cc1[N+](=O)[O-])OCO2)c1ccc([N+](=O)[O-])cc1	4%
O=C1C=C(NCc2ccc(F)cc2)CC(c2ccccc2)C1 (stereo not given)	4%
Cc1nc2sccn2c1-c1csc(Nc2ncccn2)n1	3%
COc1ccc(-c2cc(C(=O)Nc3ccccn3)c3ccccc3n2)cc1	11%
Next results follow.
SMILES	RNase H inhibition
OCCN(Cc1ccccc1)Cc1ccc(F)cc1F	0%
CCOc1ccc(NC(=O)c2c(NC(=O)c3cccs3)sc3c2CCCC3)cc1	22%
Clc1ccc(-c2ccc(/C=N/Nc3nncc(-c4ccccc4)n3)o2)cc1	8%
O=C(O)CCCc1nc2ccccc2[nH]1	5%
O=C(Nc1ccccc1)C(c1ccccc1)c1ccccc1	0%
Cc1c(Cl)cccc1NC(=O)CCC(=O)N/N=C/c1ccc(C#N)cc1	8%
Cc1ccc2oc(C(F)(F)C(F)F)cc(=O)c2c1	4%
Cc1cc(C(=O)N/N=C\c2cc(Br)ccc2OCc2ccccc2)n[nH]1	27%
COc1ccc2nc(NC3=NCC(=O)N3)nc(C)c2c1	27%
Cc1ccc([N+](=O)[O-])cc1S(=O)(=O)N1CCC(Cc2ccccc2)CC1	24%
O=C1NC(=O)C(=Cc2ccc(OCc3ccccc3F)c(Br)c2)C(=O)N1	39%
COc1cc(/C=N/NC(=O)Cc2n[nH]c(=O)[nH]c2=O)cc([N+](=O)[O-])c1O	13%
CCCCCCN1C(=O)C(=O)/C(=C(\O)c2ccccc2)C1c1cccc(OC)c1 (stereo not given)	2%
Cc1cc(OCC(=O)Nc2ccc(NC(=O)c3cccc(Cl)c3)cc2)cc(C)c1Cl	4%
COc1ccc(S(=O)(=O)N(Cc2ccccc2)C(C)C)cc1	3%
CCOc1cc(C=C2C(=O)NC(=O)NC2=O)cc(Br)c1OC(=O)c1ccc(OC)cc1	18%
O=C1CN(C(=O)c2ccccc2C(=O)O)c2ccccc2N1	0%
Cc1ccc(OCC(=O)Oc2c(C)cccc2C)cc1C	10%
O=C1CC(c2ccc3c(c2)OCO3)CC2=C1C(c1cc3c(cc1Br)OCO3)Nc1ccccc1N2 (stereo not given)	0%
CC(C)(C)c1ccccc1NC(=O)C1CC(=O)N(c2ccc(Cl)cc2)C1 (stereo not given)	14%
COc1cccc(OC)c1C(=O)NNC(=O)c1cccc(C)c1	0%
COC(=O)C1=C(C)NC(=O)/C1=C\c1ccccc1	8%
O=C(/C=C/NNC(=O)c1cccnc1)c1ccc(Cl)cc1	9%
O=C(/C=C/c1ccccc1)NC(=S)Nc1ccc(NC(=O)c2cccs2)cc1	62%*
O=C(c1ccc(Cl)c(Cl)c1)N1CCN(c2ccc([N+](=O)[O-])c(N3CCCCC3)c2)CC1	0%
CC1(C)CC(=O)C=C(Nc2ccc(NC3=CC(=O)CC(C)(C)C3)cc2)C1	6%
CCOC(=O)c1c(/C=C/C(=O)c2ccc(I)cc2)ccc(OC)c1OC	7%
CCCNC(=O)c1c(NC(=O)c2ccccc2C)sc2c1CCC2	22%
Cc1ccccc1-c1nc2sc3c(c2c(=O)o1)CCCC3	30%
COc1ccc(-c2nc(Cc3ccc(Cl)cc3)no2)cc1	19%
COC(=O)c1ccc(NC(=O)/C(C#N)=C/c2c(OC(C)C)ccc3ccccc23)cc1	13%
O=C(/C=C/c1cccc(C(F)(F)F)c1)Nc1ccc([N+](=O)[O-])cc1	9%
CCOc1ccc(-c2ncnn2-c2cccc(Cl)c2)cc1	4%
O=C(/C=C/Nc1cccc2cccnc12)c1cccs1	4%
CCOC(=O)C1=C(O)/C(=C/c2ccc([N+](=O)[O-])cc2)SC1=Nc1cccc(Cl)c1	15%
COc1ccccc1CC(=O)Nc1ccc(C(=O)Nc2nccs2)cc1	2%
CCOC(=O)N1CCN(CCC(=O)Nc2ccc3c(c2)OCO3)CC1	16%
O=c1oc2ccc3ccccc3c2cc1-c1csc(-c2cc3cc(Br)ccc3oc2=O)n1	2%
O=C(N/N=C/c1ccc(I)o1)c1ccncc1	3%
O=C(Nc1ccc(F)cc1F)c1nn2c(c1Cl)NC(c1cccs1)CC2C(F)(F)F (stereo not given)	12%

Reprinted at random: 2 entries already listed.
SMILES	RNase H inhibition
CCOC(=O)N1CCN(CCC(=O)Nc2ccc3c(c2)OCO3)CC1	16%
COc1cccc(OC)c1C(=O)NNC(=O)c1cccc(C)c1	0%

16 structures out of the list, arranged by length of the SMILES, lowest first:
SMILES	RNase H inhibition
COc1ccc(C(=O)Nc2cc(C)cc(C)n2)cc1	8%
Cc1ccc2oc(C(F)(F)C(F)F)cc(=O)c2c1	4%
COc1ccc2nc(NC3=NCC(=O)N3)nc(C)c2c1	27%
Cc1ccccc1-c1nc2sc3c(c2c(=O)o1)CCCC3	30%
COc1nc(Nc2ccc(Cl)c(Cl)c2)nc(N(C)C)n1	20%
COc1cccc(OC)c1C(=O)NNC(=O)c1cccc(C)c1	0%
O=C(O)CC(C(=O)O)P(=O)(c1ccccc1)c1ccccc1 (stereo not given)	0%
COc1ccc(-c2nc3cc(NC(=O)c4ccco4)ccc3o2)cc1Cl	35%
COc1cc(/C=C2\Sc3ccccc3C2=O)cc(I)c1OCc1ccccc1	7%
Cc1c(Cl)cccc1NC(=O)CCC(=O)N/N=C/c1ccc(C#N)cc1	8%
COc1cccc(CN2CCN(Cc3ccc([N+](=O)[O-])cc3)CC2)c1	6%
CC(C)(C)c1ccccc1NC(=O)C1CC(=O)N(c2ccc(Cl)cc2)C1 (stereo not given)	14%
O=C(O)COc1ccccc1C=Nn1c(-c2ccc(Cl)cc2Cl)n[nH]c1=S	4%
COC(=O)c1ccc(/C=C2\SC(=S)N(CCCC(=O)Nc3nccs3)C2=O)cc1	11%
O=c1oc2ccc3ccccc3c2cc1-c1csc(-c2cc3cc(Br)ccc3oc2=O)n1	2%
N#C/C(=C\c1cc2c(cc1[N+](=O)[O-])OCO2)c1ccc([N+](=O)[O-])cc1	4%

The list goes on:
SMILES	RNase H inhibition
COc1cccc(C2C(C(C)=O)=C(O)C(=O)N2c2nc3ccccc3s2)c1 (stereo not given)	19%
CC(=O)Nc1ccc(S(=O)(=O)Nc2cccc3c(NS(=O)(=O)c4ccc(NC(C)=O)cc4)cccc23)cc1	16%
COc1ccc(CC(=O)Nc2ccc(Cc3ccc(NC(=O)Cc4ccc(OC)c(OC)c4)c(C(=O)O)c3)cc2C(=O)O)cc1OC	6%
COC(=O)c1cccc(-c2ccc(/C=C3/C(=O)NN(c4cccc(Cl)c4)C3=O)o2)c1	33%
O=C(C1CC1c1ccccc1)N1CCN(C(c2ccccc2)c2ccccc2)CC1 (stereo not given)	13%&14%
Cc1cccc(C(=O)N2CCC(C(N)=O)CC2)c1	2%
O=C(N/N=C/c1ccco1)C(=O)N1CCCC1	25%
O=C(N/N=C/c1ccc(Cl)cc1Cl)C1CC(=O)N(c2ccc(F)cc2)C1 (stereo not given)	7%
COc1ccc(OC)c(NC(=O)CN(CCc2ccccc2)S(=O)(=O)c2ccccc2)c1	15%
COC(=O)c1ccc(/C=N/n2c(-c3ccccc3)n[nH]c2=S)cc1	8%
CCOc1ccc(NCC(O)COc2ccc(OCC(O)CNc3ccc(OCC)cc3)cc2)cc1 (stereo not given)	14%
Cc1cc(C=C2C(=O)N(C)C(=S)N(C)C2=O)c(C)n1-c1cccc([N+](=O)[O-])c1	41%
CC[n+]1c(C)sc2ccc(NC(C)=O)cc21	6%
O=C(N/N=C/c1ccc2ccccc2c1)c1ccc(O)cc1O	3%
O=C(NCCCN1CCOCC1)c1cc(Cl)ccc1Cl	5%
COc1cc(C2NC(=S)NC(C)=C2C(=O)Nc2cccc(Cl)c2)ccc1O (stereo not given)	0%
CC(C)c1ccccc1NC1=NS(=O)(=O)c2cc([N+](=O)[O-])ccc21	11%
CCOC(=O)c1ccccc1NC(=O)c1cc(OC)c(OC)c(OC)c1	3%
O=C(Nc1cccc(-c2nc3ccccc3o2)c1)c1ccc(Br)o1	18%
O=C(c1cc(-c2ccccc2)nc2ccccc12)N(Cc1ccccc1)c1ccccn1	10%
COc1cc(N/C=C(/C#N)c2nc(-c3ccc(OC)c(OC)c3)cs2)c(OC)cc1Cl	48%
COc1cc(/C=N/NC(=O)COc2ccc(Cl)cc2[N+](=O)[O-])cc(Cl)c1O	10%
O=C(Nc1ccc(F)c([N+](=O)[O-])c1)c1ccc([N+](=O)[O-])cc1Cl	13%
CCCCOC(C)n1cc(Cl)c(=O)[nH]c1=O (stereo not given)	3%
CC(C)c1nnc(NC(=O)CSc2nnc3c4ccccc4n(CCc4ccccc4)c3n2)s1	25%
O=C(NCC1(c2ccccc2)CCOCC1)c1ccccc1C(=O)c1ccccc1	14%
Cc1ccc(SC2CC(=O)N(c3ccccc3)C2=O)cc1 (stereo not given)	8%
O=C(O)COc1ccc2c(=O)c(-c3ccc(Cl)cc3)coc2c1	0%
O=C(NC1CCCCC1)c1ccc(Cl)c(S(=O)(=O)N2CCCCC2)c1	0%
COC(=O)C1=C(C)N=c2s/c(=C\c3ccc(F)cc3)c(=O)n2C1c1ccccc1 (stereo not given)	7%
COc1ccc(C2NC(=S)NC(C)=C2C(=O)Nc2cccc(Cl)c2)cc1 (stereo not given)	0%

A portion of the library; count on the stated rates, not on these rows.
